From PubChem BioAssay
GLD-1 TGE inh: GLD-1-TGE RNA interaction inhibition (C. elegans) | 320,000 tested, 0.44% active | AID 2280 | inhibition, % at 5.96 µM | purified GLD-1 + fluorescein TGE RNA, fluorescence polarization;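 active = percent inhibition above a per-plate cutoff, the plate mean of test compounds plus 3 SD, cut at about 30% in these data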;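 also: 0% = DMSO wells with GLD-1 and probe and 100% = wells lacking GLD-1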
PAFAH1B2 inh: inhibitors of human PAFAH1B2; P68402; recombinant PAFAH1B2, FP-rhodamine activity probe, fluorescence polarization; inhibition, % at 3.39 µM; 340,000 tested, 1.2% active; AID 492953;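 active = inhibition above the mean of all tested compounds plus 3 SD, cut at about 24% in these data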;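 also: 0% = enzyme with DMSO and 100% = wells lacking PAFAH1B2; many of its hits are not listed in these tables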
Target sequence (P68402 whole entry, looked up): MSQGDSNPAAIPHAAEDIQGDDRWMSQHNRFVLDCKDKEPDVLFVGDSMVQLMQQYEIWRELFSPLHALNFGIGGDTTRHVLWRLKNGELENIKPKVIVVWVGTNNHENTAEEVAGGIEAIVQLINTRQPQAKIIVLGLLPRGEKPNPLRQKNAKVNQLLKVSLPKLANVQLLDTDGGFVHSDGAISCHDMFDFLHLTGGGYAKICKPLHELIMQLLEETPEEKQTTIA
pPAFAH FP inh: pPAFAH (human) enzyme inhibition. Q13093. recombinant pPAFAH, FP-rhodamine probe fluorescence polarization. inhibition, % at 3.39 µM. 330,000 tested, 1.5% active. AID 463082;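 active = inhibition above the mean inhibition across the screen plus 3 SD, cut at about 25% in these data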;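 also: inhibitors block binding of the rhodamine activity-based probe so polarization drops; 0% = enzyme with DMSO and 100% = wells lacking pPAFAH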
Fam108B counter: blocks mouse Fam108B hydrolase in RBBP9 counter-screen. inhibition, % at 9.51 µM. 300,000 tested, 0.33% active. recombinant Fam108B, FP-Rh probe fluorescence polarization;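 active = inhibition above the screen mean inhibition plus 3 SD, computed separately per campaign, cut at about 18% in these data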;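 also: inhibitors lower polarization as less probe binds the enzyme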
Bcl-xL primary: Bcl-xL (human) inhibition | Q07817 | 320,000 tested, 0.7% active | AID 2129 | GST-Bcl-xL / FITC-Bim BH3 peptide fluorescence polarization | inhibition, % at 10.9 µM;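 active = inhibition above the mean of all tested compounds plus 3 SD, cutoff set per campaign, cut at about 30% in these data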;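 also: 0% = DMSO wells and 100% = unlabeled Bim-BH3 peptide competitor; inhibitors lower millipolarization by displacing the labeled peptide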
AHR act: human AHR activation. P35869. activation, % at 5 µM. AHR-responsive luciferase reporter cells, luminescence. 320,000 tested, 2.5% active. AID 2796; in the data active = activation above about 47%;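 also: 0% = vehicle wells and 100% = reference agonist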
MCL1-BIM inh: inhibitors of human MCL1 binding to BIM-BH3 peptide; AID 2057; 320,000 tested, 0.68% active; Q07820; inhibition, % at 10.9 µM; GST-MCL1 / FITC-Bim-BH3 fluorescence polarization;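 active = inhibition above the mean inhibition of all tested compounds plus 3 SD, set per campaign, cut at about 40% in these data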;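 also: 0% = DMSO wells and 100% = unlabeled Bim-BH3 peptide control; higher means more loss of mP so more displacement of Bim peptide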
Target sequence (Q07820 whole entry, looked up): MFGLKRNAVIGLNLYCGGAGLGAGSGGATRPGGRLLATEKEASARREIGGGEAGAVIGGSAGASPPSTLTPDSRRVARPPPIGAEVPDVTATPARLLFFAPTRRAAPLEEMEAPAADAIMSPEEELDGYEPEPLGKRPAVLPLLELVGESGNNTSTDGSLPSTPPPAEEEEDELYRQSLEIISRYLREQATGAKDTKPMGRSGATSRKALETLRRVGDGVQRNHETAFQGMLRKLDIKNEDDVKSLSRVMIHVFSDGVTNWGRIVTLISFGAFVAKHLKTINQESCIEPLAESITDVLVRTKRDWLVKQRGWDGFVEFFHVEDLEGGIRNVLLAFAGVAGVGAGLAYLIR
MEX-5 binding: C. elegans MEX-5 TCR-2 RNA binding activity. Q9XUB2. MEX-5/FITC-TCR2 RNA binding, fluorescence polarization; hits give low values. activity score (negative = inhibition of binding), % at 10 µM. 300,000 tested, 0.38% active;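 active = inhibition past about -25% in most replicates, and total fluorescence under double the plate's negative control median, limit read from the data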;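 also: 0% = DMSO and -100% = 5 µM competing unlabeled TCR2 RNA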
Target sequence (Q9XUB2 whole entry, looked up): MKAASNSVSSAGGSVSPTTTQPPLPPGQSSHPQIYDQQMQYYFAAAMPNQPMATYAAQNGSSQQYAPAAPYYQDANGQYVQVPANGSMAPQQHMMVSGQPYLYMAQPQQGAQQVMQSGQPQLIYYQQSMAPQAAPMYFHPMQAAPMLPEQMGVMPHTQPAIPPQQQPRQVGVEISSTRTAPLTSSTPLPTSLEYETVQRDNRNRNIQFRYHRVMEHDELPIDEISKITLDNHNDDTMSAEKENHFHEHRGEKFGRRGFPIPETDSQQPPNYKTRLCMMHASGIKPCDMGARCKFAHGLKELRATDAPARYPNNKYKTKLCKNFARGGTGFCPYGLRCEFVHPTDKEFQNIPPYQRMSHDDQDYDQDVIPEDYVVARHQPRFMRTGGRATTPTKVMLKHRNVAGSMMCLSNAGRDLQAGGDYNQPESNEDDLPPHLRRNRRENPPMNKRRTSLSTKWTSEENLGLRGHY
PME-1 inh: PME-1 (human) inhibition | Q9Y570 | recombinant PME-1, FP-Rh probe fluorescence polarization | inhibition, % at 5.9 µM | 320,000 tested, 0.53% active;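 active = inhibition above the campaign mean of all compounds plus 3 SD, cut at about 26% in these data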;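 also: competitive labeling of PME-1 active site by serine hydrolase directed probe; 0% = PME-1 with DMSO and 100% = wells lacking PME-1 enzyme; inhibitors block probe labeling so polarization falls and inhibition rises; many of its hits are not listed in these tables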
Starred values were filed as active, the others as inactive; nt = no result given; + = active, no number. Only part of the results is shown. The share of hits here may be higher or lower than overall.

SMILES	GLD-1 TGE inh	PAFAH1B2 inh	pPAFAH FP inh	Fam108B counter	Bcl-xL primary	AHR act	MCL1-BIM inh	MEX-5 binding	PME-1 inh
CCOc1ccc(Oc2ccc(Cl)cc2NC(=O)C2=COCCO2)cc1	4	-1	1	1	-5	5	-12	-4.5	-1
CC(C)(C)c1cc(Cl)ccc1OCCOCCN1CCCC1	-2	-2	0	2	7	1	9	-1.6	5
Clc1cc2cccnc2c2ccccc12	-2	1	1	0	3	-1	1	0.9	-2
CC12CCC(=O)N1c1ccccc1C(=O)N2c1ccccc1 (stereo unspecified)	-5	5	-3	3	-2	-1	-3	0.0	2
COCCSc1ccccc1C(=O)N1CCc2ccccc2C1	0	7	6	12	4	5	5	-0.4	2
CCCCNC(NCCCC)=C(S(=O)(=O)CC)S(=O)(=O)CC	1	0	7	2	3	-3	4	-0.1	6
Cc1ccccc1NC(=O)Cc1nc(COC(=O)C(NC(=O)c2ccccc2C)C(C)C)cs1 (stereo unspecified)	2	3	10	nt	5	0	0	nt	7
Cc1cc2cc(C=C(C#N)C#N)c(Cl)nc2cc1C	163*	1	10	-4	193*	33	+	-2.9	5
COc1ccc(/C(C)=N/N=C(N)N)c(OC)c1	6	2	-2	-7	-2	7	-9	1.6	-6
CCOc1ccc(CNC(=O)C2Cc3cc(S(=O)(=O)N4CCCC4)ccc3N2C(C)=O)cc1 (stereo unspecified)	1	-5	2	0	3	2	9	-2.1	-2
CCOc1ccc(CCNC(=O)CSc2nn(-c3ccc(C)c(Cl)c3)c(=S)s2)cc1OCC	-2	-2	5	-1	-2	1	-6	-0.6	12
CCOc1ccccc1N1CN(Cc2ccccc2)CNC1=S	-7	nt	-3	2	4	2	11	-0.3	-2
CCOC(=O)Cn1nc(-c2ccc(Cl)cc2)cc1N	7	2	1	-1	1	6	-1	1.7	-1
COc1ccc(CCNC(=O)C2CCN(S(=O)(=O)c3ccc(-n4cnnn4)cc3)CC2)cc1OC	1	6	-1	-2	3	-1	2	2.6	-6
CNS(=O)(=O)c1cccc(C(=O)OCc2csc(-c3ccccc3)n2)c1	29	5	8	-5	3	0	-1	1.0	5
COCCCNC(=S)Nc1cc(C)c(C)cc1C	-3	-1	-2	0	4	-2	8	-0.7	5
CCOC(=O)c1ccc(NC(=O)c2cc(=O)[nH]c3ccccc23)cc1	0	-3	2	-5	-3	-1	-1	0.8	-8
CCN(C(=O)COC(=O)C1CCN(S(=O)(=O)c2cccs2)CC1)c1ccccc1	-3	2	0	1	1	1	4	-1.7	0
OCCC1CN(Cc2cccnc2)CCN1CCc1ccccc1 (stereo unspecified)	2	0	5	0	6	2	2	1.0	-1
CCOc1ccc(CNC(=O)CCCC(=O)n2nc(C)c3ccccc32)cc1	2	-2	9	-2	-2	-4	-1	0.0	-2
NC(=O)COC(=O)C1CSC2(c3ccc(F)cc3)CCC(=O)N12 (stereo unspecified)	-1	7	0	2	8	-2	2	-1.8	4
CCOC(=O)CCc1c(C)c2ccc(OCc3ccc([N+](=O)[O-])cc3)cc2oc1=O	1	4	2	2	7	-2	7	2.0	4
CC1(C)N=C(N)N=C(N)N1c1cccc(C(=O)O)c1	6	0	0	-4	-1	-8	-5	-2.5	0
CCc1ccccc1SCc1noc(C(=O)NCC2CCCO2)c1C(=O)O (stereo unspecified)	-2	16	1	4	7	0	9	1.7	-2
Cc1c(CCOC(=O)c2cc([N+](=O)[O-])ccc2Cl)sc[n+]1CCCCS(=O)(=O)[O-]	2	3	3	-2	2	1	-1	2.6	0
Cn1c(=O)oc2cc(S(=O)(=O)NCCCN3CCCC3=O)ccc21	1	5	1	-1	-4	0	-2	-0.2	-2
C[N+](C)(C)CCOC(N)=O	6	-4	-7	-4	-4	-1	-3	nt	5
Cc1nc(-c2ccccc2)sc1C1(C)CC(c2c(Cl)cccc2Cl)=NO1 (stereo unspecified)	4	-1	-2	-1	-3	-7	-2	0.5	-6
[O-]/C(=C(\C(=S)Nc1cccc2ccccc12)[n+]1ccccc1)c1cccs1	5	3	15	12	6	36	9	-0.6	7
CNC(=S)N/N=C(\C)c1ccc(-n2ccnc2)cc1	3	0	1	-2	3	6	4	-2.5	1
O=C(Cn1c(=O)oc2cc(S(=O)(=O)N3CCCC3)ccc21)NCc1ccc(F)cc1	-5	5	-7	1	-1	1	0	-2.1	1
Cc1cccc(Cn2ccc(NC(=O)c3cccnc3)n2)c1	0	0	6	1	-2	18	3	-1.1	5
O=C(COc1cccnc1[N+](=O)[O-])Nc1cccc(Br)c1	6	6	4	nt	nt	-1	nt	nt	nt
CCOC(=O)C(Cc1ccccc1)C(=O)NCc1cccnc1 (stereo unspecified)	-5	-1	3	3	2	0	5	-2.3	-5
Clc1ncnc2scc(-c3ccccc3)c12	4	1	6	-1	-2	-1	-4	-1.7	3
O=C(Nc1ccc(S(=O)(=O)N2CCCC2)cc1)c1cnccn1	1	1	7	-2	0	-1	-5	1.4	0
Cc1[nH]c2ccccc2c1/C=C(\C#N)C(=O)NC1CC1	1	-2	1	-1	7	36	1	3.1	8
COc1ccc(CC(=O)NCc2csc(-c3cccs3)n2)cc1OC	2	9	5	-2	-4	8	-2	1.7	6
COc1ccc(C2SCC(=O)N2c2ccc(F)cc2)cc1 (stereo unspecified)	1	18	-2	1	1	-1	0	-0.2	-6
COc1ccc(/C=C/c2nnc(NC(=O)C(C)(C)C)s2)cc1	5	3	6	-1	0	30	9	-1.5	0
COc1ccc(C2C=C(Nc3ccccc3)C(=O)N2c2ccccc2)cc1OC (stereo unspecified)	-43	4	-2	-5	-7	0	-16	-2.8	-1
C=C(C(=O)O)C1CCC2(C)CCCC(C)(O)C2C1 (stereo unspecified)	2	29*	2	5	-4	0	1	-1.5	-6
COCCCNC(=O)c1ccc(OC)c(OC2CCN(C(C)C)CC2)c1	5	-2	6	0	3	-3	4	1.1	-1
O=C(COc1ccc(S(=O)(=O)N2CCOCC2)cc1)N1CCCCCC1	1	6	5	2	3	0	2	-0.1	-6
CCOc1cccc2cc(C(=O)N3CCN(C/C=C/c4ccccc4)CC3)c(=O)oc12	-2	0	2	1	1	1	-9	-2.1	-1
O=C1/C(=C\c2ccncc2)CCc2ccccc21	-1	0	3	-2	6	2	1	0.0	4
CCOC(=O)C(C#N)C(Cc1ccccc1)c1ccco1 (stereo unspecified)	-6	0	2	-4	0	0	-10	-0.9	-8
O=C(CSC1=NCCS1)Nc1cccc2ccccc12	7	2	1	5	4	3	10	-1.2	0
O=C(CC1SC(N2CCCCC2)=NC1=O)Nc1cccc(C(=O)O)c1 (stereo unspecified)	4	3	-3	1	6	1	7	3.3	-3
O=C(C1CCCO1)N1CCN(C(=S)Nc2ccc(F)cc2)CC1 (stereo unspecified)	6	2	-1	-1	-3	-2	1	2.3	-10
(further entries)
SMILES	GLD-1 TGE inh	PAFAH1B2 inh	pPAFAH FP inh	Fam108B counter	Bcl-xL primary	AHR act	MCL1-BIM inh	MEX-5 binding	PME-1 inh
COC(CNC(=O)c1cc(S(=O)(=O)N2CCc3ccccc32)ccc1F)OC	-4	6	9	0	-4	1	-8	-1.4	-4
CC(C)c1ccc(/C=C2\SC(=S)N(CCC(=O)N3CCCCC3CCO)C2=O)cc1 (stereo unspecified)	-3	5	9	-3	5	-8	5	nt	5
COc1cc(-c2noc(CCC(=O)Nc3cccnc3)n2)cc(OC)c1OC	2	4	-4	8	10	3	10	2.2	0
CCCOC(=O)c1ccc(NS(=O)(=O)c2cccs2)cc1	2	-4	5	0	0	0	0	0.6	2
Cc1ccc(CNC(=O)c2nnn(CC(=O)Nc3cc(C)cc(C)c3)c2N)cc1	-2	-11	2	-20	-12	4	-15	0.9	-45
CN(C)c1ccc(C(=O)N2CCCC2)cc1	-4	1	-2	-4	4	-1	6	0.5	0
CC[C@@H]1C/C=C\Cc2ccccc2[C@H](C(=O)C[C@@H](O)CC(C)=O)OC1=O	-1	0	-2	nt	nt	-1	nt	nt	nt
CCOc1ccc2nc(Cl)c(C3CC(c4ccco4)=NN3S(C)(=O)=O)cc2c1 (stereo unspecified)	-1	2	4	-1	5	2	9	-7.7	-3
CCOc1cc(N2CCOCC2)c(OCC)cc1NC(=O)COC(=O)c1ccc([N+](=O)[O-])o1	3	7	5	nt	nt	0	nt	nt	nt
O=C(CSc1nnc(-c2ccccn2)n1-c1ccccc1)Nc1ccc2c(c1)OCO2	-1	1	2	0	-4	3	-2	0.7	9
CN(C)Cc1c(O)ccc2c(=O)c(-c3ccccc3)c(C(F)(F)F)oc12	1	6	2	-1	-2	-3	4	1.0	4
O=C(CCN1C(=O)C2C3C=CC(C3)C2C1=O)N1CCN(c2ccccc2F)CC1 (stereo unspecified)	5	2	4	-3	2	-1	2	0.4	7
CN(CC(=O)Nc1cccc(F)c1)C(=O)c1ccc(COc2ccccc2)cc1	1	6	-4	-2	0	-3	-5	-0.9	-3
N#CCc1ccc(NC(=O)CSc2nnc(C3CC3)n2C2CC2)cc1	2	-4	3	nt	-6	21	-21	nt	1
CCOC(=O)c1nnn(-c2nonc2N)c1-c1ccc(C)cc1	10	2	6	3	4	0	0	-2.1	2
COc1cc(OC)c(OC)cc1CNC(=O)c1ccc(S(=O)(=O)N2CCCCC2)cc1	2	5	2	nt	-4	-1	-3	nt	2
CC(=O)c1cn(CC(=O)Nc2ccc(C)c(C)c2)c2ccccc12	5	0	3	-1	2	10	3	0.3	-3
CCOc1ccc(-c2nc(-c3cccs3)c(CC(=O)O)s2)cc1OC	1	3	8	5	1	5	-3	3.3	-3
CCC(C(=O)Nc1ccc(C)cc1)c1ccccc1 (stereo unspecified)	-3	9	1	1	3	1	4	1.6	5
Cc1cccc(NC(=O)C2CC3CCC2C3)c1C (stereo unspecified)	2	1	-3	-3	2	-1	-2	2.2	-8
CCN(Cc1cc2cc(OC)ccc2[nH]c1=O)C(=O)Cc1ccc(OC)cc1	-4	-1	1	0	-3	5	-13	-1.1	-7
CCOC(=O)NC(=O)/C(C#N)=N\Nc1cccc(OC)c1	-1	1	-2	1	8	1	11	3.2	-2
COc1ccc2c(c1OC)C(=O)OC2	-2	1	4	-2	-2	-1	4	1.2	-5
COC(=O)c1ccc(NC(=O)CCNS(=O)(=O)c2cccc3nonc23)cc1	-10	2	0	0	1	2	-1	-2.7	-2
COc1ccc(OCc2cccc(C(=O)Nn3cc([N+](=O)[O-])cn3)c2)cc1	-4	29*	4	0	5	-12	8	-1.4	-3
O=C(N/N=C/C=C/c1ccco1)/C(=C/c1ccccc1)NC(=O)c1ccccc1	9	3	31*	7	17	7	29	1.1	2
CCOC(=O)C(CCCOc1ccccc1)C(=O)OCC	3	5	9	2	-2	-1	2	1.1	2
O=C(COC(=O)/C=C/c1ccc(OC(F)F)cc1)NCc1cccs1	2	3	8	-2	0	3	-10	1.4	1
CC(=O)Nc1cccc(N(C)C)c1	3	4	-2	-2	4	7	10	-1.7	-5
O=C(NCCc1ccccn1)c1ccc(OC(F)F)cc1	3	0	-6	-4	-3	6	1	2.0	-4
CC(=O)Nc1ccc(S(=O)(=O)NC2(C(F)(F)F)C(=O)Nc3c2c(=O)[nH]c(=O)n3Cc2ccco2)cc1 (stereo unspecified)	2	6	2	-2	6	1	-5	0.5	-5
